CF NFkB block – inhibitors of PAF-induced NF-kB signaling, primary screen, cell-based, GFP fluorescence, uHTS; KKLEB NF-kB-GFP reporter, GFP fluorescence overnight; inhibition, % at 5 µM; 360,000 tested, 0.86% active;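 active = at least 50% inhibition at 5 µM, scaled per plate between neutral and stimulator controls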;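 note: PAF is a Pseudomonas aeruginosa culture filtrate used as stimulus; plate controls were PAF-stimulated DMSO wells for no effect and unstimulated DMSO wells for full effect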
NR2E3 ag-1 – NR2E3 agonists in two-hybrid cells, primary screen, cell-based, luminescence, CHO-S, Gal4-NCOR/VP16-NR2E3; luciferase; inhibition of corepressor binding, % at 3.98 µM; 360,000 tested, 0.35% active; AID 602229, 2012;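 active = inhibition above the mean of all tested compounds plus 3 SD, cut at about 70% in these data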;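 note: 0% = DMSO with NR2E3 transfected cells and 100% = cells lacking NR2E3 construct; higher means lower luciferase signal from less NR2E3 corepressor binding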
Target sequence (Q9Y5X4 whole entry, looked up, the tested form may be a part): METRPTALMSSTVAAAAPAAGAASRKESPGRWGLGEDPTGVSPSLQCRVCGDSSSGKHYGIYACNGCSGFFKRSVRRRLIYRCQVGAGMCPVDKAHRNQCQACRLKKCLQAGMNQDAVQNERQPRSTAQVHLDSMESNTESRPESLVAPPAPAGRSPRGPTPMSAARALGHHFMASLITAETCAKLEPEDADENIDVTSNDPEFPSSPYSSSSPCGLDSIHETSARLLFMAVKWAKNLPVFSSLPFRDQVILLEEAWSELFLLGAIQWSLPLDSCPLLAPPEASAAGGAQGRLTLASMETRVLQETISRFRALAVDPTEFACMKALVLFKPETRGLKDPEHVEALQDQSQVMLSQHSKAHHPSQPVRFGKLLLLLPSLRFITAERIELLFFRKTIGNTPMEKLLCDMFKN
TWEAK Fn14 block – inhibitors of TWEAK-Fn14 signaling, primary screen, luciferase reporter cells, uHTS. 360,000 tested, 2% active. AID 1159606, 2016. inhibition, % at 10 µM. TWEAK-stimulated Fn14 reporter cells, luciferase luminescence, 8 h; in the data active = inhibition above about 50%
MITF TRPM1 inh – inhibitors of MITF-dependent TRPM1 promoter reporter, primary screen, cell-based, SK-MEL-5, single point, luciferase; AID 488899, 2010; SK-MEL-5 TRPM1 promoter luciferase, 24 h; 330,000 tested, 0.83% active; inhibition, % at 12.5 µM;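 active = mean inhibition across replicates of 60% or more, whatever share of single replicates reaches that level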; note: values of inactives mirror those of a sister screen read the other way
HIF-2a block – HIF-2a reporter inhibitors, primary screen, luminescence, 786-0 RCC cells; 786-0 RCC cells HIF-2a reporter, luciferase luminescence, overnight; AID 624352, 2012; inhibition, % at 18.8 µM; 360,000 tested, 0.72% active;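 active = inhibition of the luminescence signal of 40% or more relative to plate controls, in a single-dose primary screen at 18.75 µM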
KKLEB cytotox – cytotoxicity in KKLEB CF airway cells, primary screen, cytotoxicity control for CF NF-kB inhibitor project, cell-based, uHTS, fluorescence assay plates; KKLEB CF airway cells viability, ATPlite luminescence, overnight; hits give low values; cells stimulated with P. aeruginosa culture filtrate; activity change (cytotoxicity), % at 5 µM; 360,000 tested, 0.36% active; AID 602141, 2011;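 active = corrected activity change at or below -50% at 5 µM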
Peg3 prom inh – Peg3 promoter-driven luciferase inhibitors, primary screen, cell-based, HeLa, luciferase luminescence. HeLa PEG-Prom luciferase reporter, overnight. inhibition, % at 20 µM. 360,000 tested, 1.7% active. AID 588405, 2011;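 active = inhibition of at least 50% at 20 µM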
TRAIL sens C8 – viability loss with TRAIL in NB7+C8 cells, primary screen, TRAIL sensitizer project, cell-based, ATPlite luminescence | inhibition (viability loss, TRAIL sensitization), % at 10 µM | 360,000 tested, 1% active | AID 624354, 2012;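 active = compounds causing at least 50% loss of cell viability in the single-dose screen, relative to plate controls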
NR2E3 ag-2 – inhibitors of NR2E3-RetCOR corepressor binding, primary screen, NR2E3 agonist project, biochemical, TR-FRET, GST-NR2E3, biotin-RetCOR | Photoreceptor-specific nuclear receptor (Homo sapiens), Q9Y5X4 | 1536-well | inhibition of corepressor binding, % at 4.78 µM | 320,000 tested, 0.12% active | AID 2300, 2010;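 active = percent inhibition above the cutoff of mean plus 3 SD of all tested compounds, set per screening campaign, cut at about 20% in these data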;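 note: 0% = DMSO wells and 100% = biotin wells as full block of FRET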
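System: GST-tagged NR2E3 plus biotinylated RetCOR corepressor; Buffer or medium: pH 7.5 Tris-based buffer; Probe or stimulus: RetCOR corepressor, biotinylated, 7 nM; Doses: compound at 4.8 µM, single dose; Schedule: 5 h incubation at 4 °C; Technique: time-resolved FRET; Evaluation: percent inhibition of TR-FRET ratio; Replication: one well per compound, singlicate testing.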
Shn3 inh set2 – reduction of Shn3 3'UTR firefly luciferase signal, primary screen, Schnurri-3 inhibitor project, cell-based, Clone20 osteoblasts, set 2; Clone20 osteoblast Shn3 3'UTR firefly luciferase, 24 h; inhibition, % at 12.5 µM; 360,000 tested, 0.52% active; AID 588674, 2011;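 active = mean inhibition of at least 75% with every replicate also reaching 75%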;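 note: 0% = median of neutral control wells and 100% = pilot-screen positive control compound; some compounds past the cut are filed as inactive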
TROY signal inh – inhibitors of TROY-driven NF-kB signaling, primary screen, Q293 LMP1-TROYcd cells, NF-kB luciferase, uHTS. Q293 LMP1-TROYcd NF-kB luciferase reporter, 4 h. inhibition, % at 10 µM. 360,000 tested, 0.98% active;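 active = compounds whose plate-normalised and pattern-corrected inhibition of the luciferase reporter signal at the single screening dose is 50% or more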
An asterisk follows results filed as active; . = not tested or not shown.

SMILES	CF NFkB block	NR2E3 ag-1	TWEAK Fn14 block	MITF TRPM1 inh	HIF-2a block	KKLEB cytotox	Peg3 prom inh	TRAIL sens C8	NR2E3 ag-2	Shn3 inh set2	TROY signal inh
CCOc1cc(/C=C2\N=C(SC)SC2=O)cc([N+](=O)[O-])c1OC(C)=O	-14	17	-1	8	8	-4	21	-7	-3	2	-2
CC(=Nc1ccccc1)C1=C(O)C(Cc2ccc(O)cc2)NC1=O (stereo unspecified)	44	22	-22	41	19	-21	-30	-8	.	5	16
O=C(N/N=C\c1ccc(F)cc1)c1ccc(Cn2cc(Br)c([N+](=O)[O-])n2)o1	-29	-27	-32	5	-34	2	6	1	-3	10	-34
Cc1ccc(C2=NN(CCC(=O)NCCCN3CCOCC3)C(=O)CC2)cc1	7	3	5	19	1	2	11	5	-1	2	-14
CN(C)CCCN(C(=O)C1COc2ccccc2O1)c1nc2cc3c(cc2s1)OCO3 (stereo unspecified)	-4	-22	21	18	-5	-7	-9	-22	0	-14	8
CCc1nnc(NC(=O)CN2C(=O)NC3(CCCC3)C2=O)s1	15	-10	4	15	3	-2	-3	22	1	-22	-4
COc1ccc(CNC(=O)c2sc(=O)n(Cc3ccccc3OC)c2C)cc1	13	20	-8	.	2	-5	18	-7	.	5	0
CCOc1ccccc1N1C(=O)CC(Sc2n[nH]c(-c3ccccc3)n2)C1=O (stereo unspecified)	35	-1	15	-6	16	-14	24	-5	2	-11	17
CC1(C)CC(=O)C(Sc2nnc(-c3ccc(O)cc3)n2CC2CCCO2)C(=O)C1 (stereo unspecified)	11	-22	-17	-2	-5	6	9	-71	5	13	-23
COC(=O)c1ccccc1-c1ccc(C=O)o1	23	-13	-25	-9	5	-11	5	-3	0	9	-1
Cc1cc(C)n(-c2cc(N3CCOCC3)ncn2)n1	16	-10	1	-7	-9	9	-10	1	0	16	1
COC(=O)c1nc(-c2ccccc2)nc(-c2ccccc2)c1C(=O)OC	-4	-9	-27	.	3	1	-1	9	-3	.	-8
COc1ccc(C#Cc2ccc3c(c2)O[C@H](CN(C)C(C)=O)[C@H](C)CN([C@@H](C)CO)S3(=O)=O)cc1	-39	-29	9	.	14	-4	16	-4	.	-24	9
O=C(NC(=S)Nc1nc(-c2ccccc2)cs1)c1ccco1	-19	-31	-3	-2	-50	-17	-21	-8	4	-32	5
CC(=O)Nc1ccc(NC(=O)C(=O)c2cn(CC(=O)N3CCCCC3)c3ccccc23)cc1	3	-22	10	11	24	2	19	-9	1	0	7
O=C1NCCCN1Cc1ccc(F)cc1Cl	1	6	-19	3	-1	-2	6	9	.	0	4
COc1ccc(-c2cnnc(N/N=C/c3ccc(-c4ccc([N+](=O)[O-])cc4)o3)n2)cc1	-4	-18	33	58	13	-11	40	-7	.	4	-1
CC1CCCCN1CCCNC(=O)c1ccc(N2CCCC2=O)cc1 (stereo unspecified)	26	-12	7	.	-4	10	-2	3	1	8	-3
CN(Cc1ccccc1F)C(=O)c1ccc(NS(=O)(=O)c2ccc3[nH]c(=O)[nH]c3c2)cc1	9	-3	-6	-1	11	6	-1	-1	-4	-14	14
CCN(c1ccc(OC)cc1)S(=O)(=O)c1cc(-c2cc(C)no2)ccc1OC	-14	-9	6	-11	16	-6	16	14	0	13	-8
COC(=O)[C@@H](NC(=O)N1CCN(c2cccc(C(F)(F)F)c2)CC1)C(C)C	-15	-6	7	-13	2	-5	2	-2	1	2	25
CCOc1ncccc1C(=O)OCC(=O)c1ccccc1Br	10	-22	-37	-13	3	-8	11	9	2	4	-39
Cc1ccc(C)c(NC(=O)CSc2nc3nc(-c4cccs4)cc(C(F)(F)F)c3c(=O)[nH]2)c1	-5	-7	7	11	-4	-4	18	-6	14	-5	53*
O=C(/C=C(\O)c1ccccc1)C(=O)NNC(=O)c1ccccc1	8	-65	18	-8	-18	1	-26	-6	-1	-5	-35
Cc1ccc(OCCOC(=O)C2CCN(S(=O)(=O)c3ccc(C)c(C)c3)CC2)cc1	-7	2	-14	-6	7	7	-12	11	0	-14	-7
Later entries.
SMILES	CF NFkB block	NR2E3 ag-1	TWEAK Fn14 block	MITF TRPM1 inh	HIF-2a block	KKLEB cytotox	Peg3 prom inh	TRAIL sens C8	NR2E3 ag-2	Shn3 inh set2	TROY signal inh
CCN(C(=O)COC(=O)c1cccnc1SC)C1CCS(=O)(=O)C1 (stereo unspecified)	-6	6	6	2	6	-3	-4	-9	0	-44	-3
Cc1cc2nc(-c3ccc(Cl)cc3)c(Cc3ccsc3)n2c(C)c1Br	.	-16	-13	.	-41	.	.	3	.	.	-24
Cc1ccc(C)c(NC(=O)C(OC(=O)c2ccc(NC(=O)CC#N)cc2)c2ccccc2)c1 (stereo unspecified)	29	13	-19	10	-5	-13	11	-2	3	6	-14
CSCCC(NC(=O)c1ccco1)C(=O)N1CCN(c2ccccc2O)CC1 (stereo unspecified)	-3	-1	3	.	17	1	12	-9	-2	5	13
Cc1ccccc1C(=O)N1CCN(S(=O)(=O)c2cccs2)CC1	-9	5	-5	3	14	10	6	8	0	-8	2
O=C(c1ccc(S(=O)(=O)NCc2ccco2)cc1)N1CCN(c2ccc(F)cc2)CC1	11	-4	-5	-14	11	-28	-14	4	5	-7	-6
Cc1ccc(CSc2nnc(C(F)(F)F)n2Cc2ccc(F)cc2)cc1	7	-38	-22	-15	-93	-8	-8	1	-1	5	-37
CCCc1c(C)nc(N2CCN(c3cccc(OC)c3)CC2)[nH]c1=O	17	11	1	-2	11	0	8	12	4	-4	28
CC(C)Sc1nnc(NC(=O)C2CC2)s1	-5	-64	-20	-26	-126	8	-88	-13	-3	-13	-50
CSc1ncccc1C(=O)Nc1cc(Cl)ccc1N1CCOCC1	16	-29	11	2	4	-13	6	9	.	2	17
COc1ccc(CN(C)C(=O)Cc2ccsc2)c(OC)c1OC	1	5	-16	-14	16	-7	6	1	1	6	1
Nc1ncn(CC(=O)c2ccccc2)n1	6	-17	8	8	10	-2	12	2	1	3	8
N#Cc1cc2ccc(N3CCOCC3)cc2cc1C#N	20	0	0	14	-22	-12	6	18	-17	31	-11
COc1ccc(CCN(C)C2CCCN(S(=O)(=O)C(C)C)C2)cc1OC (stereo unspecified)	-12	-3	-10	-3	11	-13	3	-12	4	-9	17
CCCCCOc1ccc(C(=O)CCC(=O)NNC(=O)c2ccncc2)cc1	-9	-19	0	-7	-51	12	-33	-2	.	-5	-7
C=CCS(=O)(=O)c1nc2ccccc2s1	52*	4	28	1	88*	-18	104*	15	6	9	0
Cc1cc(=O)[nH]c(/N=C(\N)Nc2ccc(Oc3ccccc3)cc2)n1	-4	-35	-16	2	-23	-3	3	14	-3	-1	2
Cc1ccc(NC(=O)CN(C)C(=O)c2cn(Cc3ccccc3)nc2-c2cccnc2)cc1	13	-9	-10	8	5	-2	22	7	.	-9	15
NC(=O)C1CC(=O)N(c2ccc(OCc3ccc(F)cc3)cc2)C1 (stereo unspecified)	-18	1	-9	-80	-237	2	-211	-18	0	-27	-45
O=C(COC(=O)Cn1cnc2ccccc2c1=O)NNC(=O)c1ccc(Br)cc1	1	-8	22	0	5	-9	3	-4	.	3	10
CCOc1cc(C2NC(=O)NC(C)=C2C(=O)OCc2ccccc2)ccc1O (stereo unspecified)	8	12	-13	12	18	2	17	-14	-1	17	12
CCCN(CC(=O)Nc1ccccc1OC)C(C)C(=O)NC(C)CCc1ccccc1 (stereo unspecified)	0	-6	-23	-9	-5	-1	0	-7	0	-9	-12
CC1(C)Cc2c(sc3nc[nH]c(=O)c23)CO1	-30	11	1	4	0	-6	16	-7	0	0	-7
Cc1cccc(C(=O)OCC(=O)NCc2ccc(Cl)cc2)c1	7	-8	15	.	1	-12	17	-13	.	-8	-2
Cc1ccc2nc(C)cc(SCC(=O)N/N=C/c3ccco3)c2c1	40	-13	33	1	13	-7	23	11	3	-8	13

An excerpt from above in order of their number in Peg3 prom inh, rising:
Compound | Peg3 prom inh
Cc1ccc(C)c(NC(=O)C(OC(=O)c2ccc(NC(=O)CC#N)cc2)c2ccccc2)c1 (stereo unspecified) | 11
CC1(C)Cc2c(sc3nc[nH]c(=O)c23)CO1 | 16
Cc1ccc(NC(=O)CN(C)C(=O)c2cn(Cc3ccccc3)nc2-c2cccnc2)cc1 | 22

The list goes on.
SMILES	CF NFkB block	NR2E3 ag-1	TWEAK Fn14 block	MITF TRPM1 inh	HIF-2a block	KKLEB cytotox	Peg3 prom inh	TRAIL sens C8	NR2E3 ag-2	Shn3 inh set2	TROY signal inh
CCOC(=O)CSc1nnc(CNC(=O)c2ccc(OC)cc2)n1Cc1ccccc1	-13	-38	-13	-6	8	12	5	5	2	8	7
CCCC(=O)NCCCc1nc2ccccc2[nH]1	-10	11	3	9	2	24	10	6	-1	-23	-12
CCn1c2ccccc2c2cc(/C=N/n3cnnc3)ccc21	-13	-13	-45	-5	23	-26	38	13	2	28	46
Cc1onc(-c2ccccc2Cl)c1C(=O)N1CCN(C=O)CC1	-12	-15	10	2	12	-5	9	5	0	-10	20
C/C(=N/NC(=O)Cc1cc(=O)[nH][nH]1)c1ccc([N+](=O)[O-])cc1	7	0	3	9	10	-5	3	5	5	-24	5
CC(C)(C)Nc1nc(SCC(=O)Nc2ccccc2Cl)nc(N2CCOCC2)n1	37	-9	-22	15	14	-21	25	2	0	4	-5
CCCCN(C(=O)c1ccc(NC2CC2)c([N+](=O)[O-])c1)c1c(N)n(CCCC)c(=O)[nH]c1=O	16	-30	9	3	3	-15	6	-12	.	3	10
COc1cccc(CNC(=O)Cn2nc(C)c([N+](=O)[O-])c2C)c1	-10	13	13	12	22	4	-3	3	1	-1	-9
CC(C)(O)C#Cc1ccc(CN2CCN(CCc3ccccc3)C(CCO)C2)s1 (stereo unspecified)	3	-24	18	3	6	-1	7	-1	4	9	3
CN(C1CCCC1)C1CCN(C(=O)CNC(=O)/C=C/c2ccc(F)cc2)CC1	-7	25	0	-1	12	5	-9	5	1	17	5
O=C(COC(=O)c1cnccn1)Nc1ccc(Cl)cc1C(F)(F)F	1	10	-1	9	5	-13	2	-10	-1	-9	4

Screening results deposited in PubChem by several laboratories.

The list is partial; the hit share may differ from the screen's.
